# BoNT-A LC inh2 = blocks Botulinum neurotoxin A light chain protease. multiplex microsphere protease substrate cleavage, flow cytometry. inhibition, % at 10 µM. 360,000 tested, 0.17% active; in the data active = inhibition above about 30%; inconclusive = no clear call, values can overlap the other calls; note: plate controls were buffer without enzyme for full effect and enzyme alone for no effect
# Mtb FBA inh = inhibits M. tuberculosis FBA enzyme; P9WQA3; purified M. tuberculosis FBA, fluorescence read-out; inhibition, % at 1 µM; 360,000 tested, 2.3% active; AID 588726; in the data active = inhibition above about 27%;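 note: 0% = vehicle and 100% = reference inhibitor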
# Target sequence (P9WQA3 whole entry, looked up): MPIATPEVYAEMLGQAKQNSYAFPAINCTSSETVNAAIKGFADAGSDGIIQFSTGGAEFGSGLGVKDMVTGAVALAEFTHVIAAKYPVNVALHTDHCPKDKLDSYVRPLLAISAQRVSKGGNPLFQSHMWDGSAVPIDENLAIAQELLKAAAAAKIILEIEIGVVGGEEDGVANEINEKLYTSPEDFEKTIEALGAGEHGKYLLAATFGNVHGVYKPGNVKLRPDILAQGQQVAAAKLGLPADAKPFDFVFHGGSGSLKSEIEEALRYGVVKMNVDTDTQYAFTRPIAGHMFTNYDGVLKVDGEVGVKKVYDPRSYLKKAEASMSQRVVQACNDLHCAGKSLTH
# UGM FP inh = blocks M. tuberculosis UGM enzyme | P9WIQ1 | purified UGM, fluorescence polarization probe displacement | inhibition, % at 10 µM | 320,000 tested, 0.06% active; in the data active = inhibition above about 10%, passing the limit was not always enough; inconclusive = no clear call, values can overlap the other calls
# Target sequence (P9WIQ1 whole entry, looked up): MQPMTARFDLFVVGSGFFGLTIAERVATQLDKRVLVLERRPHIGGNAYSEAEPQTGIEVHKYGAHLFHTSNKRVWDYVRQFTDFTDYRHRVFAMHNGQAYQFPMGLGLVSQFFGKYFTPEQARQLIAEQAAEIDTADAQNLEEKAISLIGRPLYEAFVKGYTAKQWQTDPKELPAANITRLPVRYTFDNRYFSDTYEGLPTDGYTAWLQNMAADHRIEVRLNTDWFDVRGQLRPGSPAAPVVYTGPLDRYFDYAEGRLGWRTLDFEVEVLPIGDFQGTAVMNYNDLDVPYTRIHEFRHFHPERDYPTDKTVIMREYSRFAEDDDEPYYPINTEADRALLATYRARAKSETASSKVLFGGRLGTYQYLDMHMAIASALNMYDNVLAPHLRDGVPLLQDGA
# PrPC TRFRET = cell surface PrPC inhibition, primary TR-FRET screen; P04156; TR-FRET read-out; inhibition, % at 13.8 µM; 370,000 tested, 0.43% active; AID 720596; in the data active = inhibition above about 24%; note: 0% = median of the test wells and 100% = reference compound wells
# BioA inh = inhibitors of Mycobacterium tuberculosis BioA enzyme; purified M. tuberculosis BioA enzyme, plate reader; inhibition, % at 9.99 µM; 360,000 tested, 0.096% active; in the data active = inhibition above about 40%; inconclusive = no clear call, values can overlap the other calls
# GDH-TPI counter = inhibits GDH-TPI coupling enzymes, artifact for Mtb FBA screen | GDH-TPI coupled enzyme counterscreen, NADH absorbance | inhibition, % at 4.8 µM | 360,000 tested, 1.2% active;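 note: 0% = DMSO wells and 100% = wells lacking the enzyme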
# CCHFV vOTU inh = CCHFV vOTU protease inhibition | Pep-AMC fluorescence | inhibition, % at 11.5 µM | 370,000 tested, 0.55% active | AID 651958; note: 0% = vehicle wells with enzyme and 100% = no enzyme wells
# FadD28 FP inh = inhibitors of Mycobacterium tuberculosis FadD28 bisubstrate binding; 360,000 tested, 0.22% active; AID 588549; inhibition, % at 12.5 µM; FadD28 bisubstrate probe binding, fluorescence polarization; in the data active = inhibition above about 8.5%, passing the limit was not always enough; inconclusive = no clear call, values can overlap the other calls
# BoNT-F LC inh = blocks Botulinum neurotoxin F light chain protease; AID 588497; Multiplex microsphere protease cleavage assay, flow cytometry; 360,000 tested, 0.22% active; inhibition, % at 10 µM; in the data active = inhibition above about 35%, passing the limit was not always enough; inconclusive = no clear call, values can overlap the other calls; note: plate controls were buffer without enzyme for full effect and enzyme alone for no effect
# * = called active by the depositor; ? = inconclusive; / = not tested or not shown. Cut-off read from the data, not from the text of the source, unless noted: active = inhibition above about 30%; inactive = the rest.
entry	mol	BoNT-A LC inh2	Mtb FBA inh	UGM FP inh	PrPC TRFRET	BioA inh	GDH-TPI counter	CCHFV vOTU inh	FadD28 FP inh	BoNT-F LC inh
1	Cc1ccc(C(=O)CCC(=O)NCc2ccccc2)cc1	/	0	-2.0	1	1.2	0	6	-1.8	/
2	NS(=O)(=O)c1ccc(CNC(=O)c2scc3c2CCCC3)cc1	-1.2	0	-0.2	0	-0.6	3	-6	-3.4	-6
3	N#C/C(=C/c1cc(Cl)c(O)c(Cl)c1)C(=O)N1CCCCC1	-3.4	-1	3.4	-1	-0.7	17	14	-1.6	1
4	CCOC(=O)C1CC(c2ccccc2)=NN1c1ccccc1 (stereo not drawn)	0.1	72*	/	-13	/	23	-26	-0.2	-5
5	COCCNC(=O)c1cc2c(s1)-c1ccc(Cl)cc1SC2	0.9	46*	-4.4	-6	-0.7	3	-84	-7.2	10
6	O=C(COC(=O)c1cccc(Cl)c1)Nc1cc(Cl)ccc1Oc1ccccc1	0.0	0	3.0	2	/	4	-5	-1.4	-1
7	CCCCNC(=O)C1CCN(c2nc(OC)nc(OC)n2)CC1	-0.2	-2	3.2	7	/	6	-9	-2.9	2
8	O=C(O)CCC(=O)N1CCc2c([nH]c3ccccc23)C1C(F)(F)F (stereo not drawn)	2.0	1	-1.5	-3	-1.2	3	-4	-0.7	-23
9	COc1cc(C(=O)NCCCNc2nc3cc(C)cc(C)c3cc2C#N)cc(OC)c1OC	4.4	32*	0.1	-6	-0.2	14	-3	0.4	8
10	COc1ccc(C)cc1NC(=O)CSCc1cc(=O)n2c(C)csc2n1	/	2	/	1	2.2	9	6	-1.4	/
11	CCN1C(=NCC(C)C)N[C@@H](CCc2ccccc2)[C@H](C(=O)NCC(C)C)[C@H]1C	-0.3	2	-5.4	/	-1.2	-3	/	-4.3	7
12	COc1cccc(-c2cnc(C(O)c3cc(C)c(OC)c(C)c3)[nH]2)c1 (stereo not drawn)	-0.3	-1	/	3	1.1	-3	9	-1.4	-4
13	CCOC(=O)C1=C(C)Nc2nnnn2C1c1ccc(OC)c(Br)c1 (stereo not drawn)	-0.1	1	1.1	-1	2.9	2	1	-3.9	5
14	C[C@@H](NC(=O)c1nc[nH]c1C(=O)N[C@@H](CCCCNC(=O)OC(C)(C)C)C(=O)OC(C)(C)C)c1ccccc1	0.0	2	-0.9	21	-0.6	-11	35*	-3.8	4
15	O=C(c1cc2cc(Cl)ccc2[nH]1)N1CCN(c2ccccn2)CC1	-1.7	0	1.3	-2	-0.4	-7	-1	-0.4	7
16	CCOC(=O)c1c(C)[nH]c(C)c1S(=O)(=O)NCCc1sccc1C	2.1	-1	-1.5	7	-0.6	-6	3	1.1	1
17	CC(NC(=O)C1CCCC1)c1ccc(Br)cc1 (stereo not drawn)	-3.8	2	1.1	9	-1.6	16	3	-4.7	-26
18	CCCCN(C(=O)c1c(CC)noc1C)c1c(N)n(CCCC)c(=O)[nH]c1=O	3.5	0	3.3	-7	/	6	-6	-0.1	7
19	Cc1ccc(/C=N/N2CCN(Cc3ccccc3)CC2)s1	-1.4	2	0.2	3	0.7	10	-6	-0.9	-4
20	Cc1nc2sc3c(O)cc(=O)[nH]c3c2c(C)c1C	0.8	33*	-0.6	1	0.9	8	3	-3.5	1
21	O=C(Nc1nnc(SCc2ccc(Cl)cc2)s1)c1cnccn1	-0.9	2	0.3	3	-1.8	14	3	-1.8	-6
22	CC(C)OCCCn1c(=S)[nH]c2ncccc2c1=O	-0.6	-1	2.3	-9	-0.3	13	4	-1.5	-9
23	O=C(O)c1ccccc1C(=O)c1ccc(Oc2ccccc2)cc1	-1.0	-1	1.2	-1	/	4	-4	-1.4	-6
24	COC(=O)[C@]1(Cc2ccccc2)N[C@H](CN(C)C(=O)NC(C)C)[C@@H]2C(=O)N(Cc3ccccc3)C(=O)[C@@H]21	-0.1	4	-2.0	0	-0.7	12	-6	-1.5	-5
25	CCOc1ccc(Br)cc1S(=O)(=O)Nc1cccc(S(=O)(=O)N2CCOCC2)c1	0.0	6	/	8	-1.8	-2	1	0.5	1
26	Cc1ccc(NC(=O)COC(=O)c2cc(Cl)ccc2[N+](=O)[O-])cc1	-0.3	-1	4.1	-2	/	5	-6	2.2	-7
27	CCS(=O)(=O)N1Cc2ccccc2CC1C(=O)N1CCN(c2ccccc2)CC1 (stereo not drawn)	-0.5	-3	-2.6	9	0.4	0	11	0.4	2
28	COCCCNC(=S)NC(=O)c1ccccc1	-0.9	0	1.7	9	-0.5	3	10	-4.6	5
29	CCC1CCc2c(sc(NC(=O)CSc3nc(-c4ccco4)cc(C(F)(F)F)n3)c2C#N)C1 (stereo not drawn)	0.2	1	0.4	-2	-0.8	-2	-3	?	3
30	COc1ccc(NC(=O)N2c3ccccc3C(C)=CC2(C)C)cc1	-0.1	-1	-0.9	2	/	-5	2	-2.4	-3
31	CCOC(=O)NC(NC(=O)OCC)C(=O)c1ccc(F)cc1	1.1	2	-2.6	8	-1.0	2	-2	1.0	13
32	Cc1csc2nc(CSc3nncn3-c3ccccc3)c(Br)n12	-1.2	0	1.7	3	5.1	5	2	-0.4	-2
33	CCOC(=O)[C@]12CCC=C1N(CCC1=CCCCC1)C(=O)[C@H](CC(=O)NCCCOC)C2	0.3	/	/	-4	/	/	1	/	8
34	Cc1ccc(S(=O)(=O)N2CCN(C(=O)CCC(=O)NCc3ccc(F)cc3)CC2)cc1	0.4	1	-3.4	-1	/	-2	-18	-1.6	4
35	Fc1ccc(-c2nnc3n2CCCCC3)cc1	0.6	1	-6.4	6	/	9	9	1.5	4
36	CCOC(=O)C1(Cc2ccccc2)CCN(Cc2ccc(C3CCCCO3)s2)CC1 (stereo not drawn)	-0.9	-4	0.3	-7	-2.2	21	3	-0.5	2
37	O=C(O)C1CCCN1S(=O)(=O)c1ccccc1 (stereo not drawn)	3.1	1	3.3	7	-2.4	12	1	-0.1	5
38	Cc1nn(-c2ccccc2)c(N)c1C1(O)C(=O)Nc2ccccc21 (stereo not drawn)	0.9	5	-0.9	0	/	9	-9	-1.3	-8
39	O=C1CCC/C(=N/NC(=O)C2CCN(S(=O)(=O)c3cccs3)CC2)C1	-0.2	6	0.3	12	/	0	-3	0.2	-5
40	CCc1cc2cc(C(=O)Nc3ccc(F)cc3)sc2s1	0.1	-15	-0.2	5	0.6	-6	1	-4.5	19
41	O=C(COC(=O)c1cccc(S(=O)(=O)N2CCN(c3ccc(F)cc3)CC2)c1)NCC1CCCO1 (stereo not drawn)	-0.7	-2	1.3	-3	-2.5	9	-17	0.1	-4
42	COc1ccc2c(-c3cnc(N4CCOCC4)nc3)c(-c3ccc(S(C)(=O)=O)cc3)sc2c1	1.8	4	4.4	2	-0.4	21	-16	-0.9	-3
43	CCCOP(=O)(c1ccc(N(C)C)cc1)C(O)c1cccnc1 (stereo not drawn)	-0.9	2	3.5	0	-0.5	-4	0	-0.6	-4
44	Cc1cc(C)n(-c2ccc(C(=O)NCc3ccc(F)cc3)cc2)n1	-0.5	-1	2.0	-4	-0.4	-2	-1	-2.6	-4
45	COC(=O)C1=C(C)Nc2nnnn2C1c1cc(OC)ccc1OC (stereo not drawn)	0.0	1	-4.1	-3	-0.3	-3	-13	-1.1	-14
46	COc1cccc(/C=N/NC(=O)C(C)Sc2ccccc2)c1 (stereo not drawn)	0.2	-1	2.3	-3	/	-4	-2	-1.1	-2
47	O=C1c2ccccc2NC(c2ccc(-c3cccs3)o2)N1O (stereo not drawn)	0.5	97*	3.2	1	0.0	15	-68	-4.5	0
48	CNC(=O)CSc1nc(-c2ccccc2)c(-c2ccccc2)o1	0.3	2	3.1	-12	1.5	1	14	-2.9	3
49	N/C(Cc1ccc(Cl)cc1)=N\OC(=O)Cc1ccc([N+](=O)[O-])cc1	-0.1	4	-0.2	-2	6.0	0	-10	-4.5	-13
50	O=C(O)CCNS(=O)(=O)c1ccccc1	-0.2	8	-2.7	-4	-1.6	6	2	-1.1	-2
51	Cc1nn(-c2ccccc2)c(C)c1NC(=O)COC(=O)c1ccccc1	-0.3	-4	1.5	-1	-2.7	6	-10	-0.6	2
52	COc1cccc(/C=N/NC(=O)c2cc3c(OC)c(OC)ccc3[nH]2)c1OC	-0.2	-3	/	-2	/	33*	21	-1.0	2
53	Cc1ccc(S(=O)(=O)N2CCOCC2)cc1C(=O)OCC(=O)c1ccc(Br)cc1	-0.2	4	-2.7	1	-0.2	-1	19	-2.2	2
54	COc1ccc(C(=O)COC(=O)CNC(=O)c2ccc(Cl)cc2Cl)c(OC)c1	5.9	-3	0.3	2	-1.9	-2	-4	-5.0	14
55	O=C1CN(C(=O)CSc2nnc(-c3ccccc3)n2Cc2ccc3c(c2)OCO3)c2ccccc2N1	0.2	2	2.8	2	-102	-5	0	-2.7	?
56	O=C(O)CCSc1nc2ccccc2s1	2.5	2	1.0	-4	-2.1	-2	-6	0.1	1
57	CS(=O)(=O)c1nc(S(=O)(=O)c2ccc(Cl)cc2)c(NCCN2CCOCC2)s1	11	1	-0.3	0	1.1	5	-6	-1.3	12
58	O=C(CN1C(=O)c2ccccc2C1=O)NCC(=O)OCC(=O)c1ccc(Br)cc1	-1.4	-1	-0.2	5	/	1	18	-2.3	-31
59	O=C(CSc1ncccn1)N/N=C/c1ccccc1[N+](=O)[O-]	0.2	-6	0.5	-22	/	0	18	-2.3	-4
60	CCN(C(=O)C1CCN(c2nc(-c3ccc(OC)cc3)no2)CC1)c1ccccc1	-0.6	-2	0.2	-6	-0.8	7	0	-3.4	-4

# Additional results.
entry	mol	BoNT-A LC inh2	Mtb FBA inh	UGM FP inh	PrPC TRFRET	BioA inh	GDH-TPI counter	CCHFV vOTU inh	FadD28 FP inh	BoNT-F LC inh
61	O=S(=O)(NN=Cc1ccc(O)cc1O)c1cc(Cl)c(Cl)cc1Cl	0.4	2	/	-1	0.6	27	12	1.1	0
62	COc1ccc(NC(=O)CN(C)C(=O)c2cccc(S(=O)(=O)Nc3ccccc3Cl)c2)cc1	-1.0	0	0.0	4	-0.9	-9	1	0.1	-2
63	COCCSc1nnc(NC(=O)C2CC(=O)N(CCc3ccc(F)cc3)C2)s1 (stereo not drawn)	-1.6	-3	0.8	-6	-0.4	8	6	-3.7	-12
64	CO/N=C(\c1nonc1N)N1CCN(c2ccc([N+](=O)[O-])cc2Cl)CC1	0.5	-2	2.0	-6	0.1	8	-3	-2.0	-3
65	CSc1ncccc1C(=O)OCC(=O)c1cc(C)n(CC2CCCO2)c1C (stereo not drawn)	-0.1	-1	-0.1	-1	-2.2	3	-7	-4.1	-8
66	CCOC(=O)C1=C(C)NC(C)=C(C(=O)OCC)C1/C=C/c1ccccc1OC	0.3	9	3.4	6	/	12	-13	-1.4	-2
67	Cc1nc2cccc(C(=O)Oc3ccc([N+](=O)[O-])cc3)c2o1	-1.0	43*	0.3	-8	/	4	1	-0.6	0
68	CCN1CCN(Cc2coc3ccc(C)cc3c2=O)CC1	0.3	1	-1.4	3	2.7	5	5	-0.3	5
69	Cc1ccc(N(C(=O)CNC(=O)c2cccs2)C(C(=O)NC2CCCC2)c2ccncc2)cc1 (stereo not drawn)	2.5	1	0.1	4	-2.4	7	7	1.4	-20
70	CCc1nnc(NC(=O)Cc2ccc(OC)c(OC)c2)s1	-0.6	1	0.1	5	/	-7	8	-1.8	-2
71	CCOc1ccc(NC(=O)CN(C)C(=O)C2CCN(C(=O)c3ccc(Cl)cc3)CC2)cc1OCC	-1.0	4	0.6	5	-0.9	14	2	-1.4	-10

# An excerpt from above in order of molecular weight, lowest first.
entry	mol	BoNT-A LC inh2	Mtb FBA inh	UGM FP inh	PrPC TRFRET	BioA inh	GDH-TPI counter	CCHFV vOTU inh	FadD28 FP inh	BoNT-F LC inh
4	CCOC(=O)C1CC(c2ccccc2)=NN1c1ccccc1 (stereo not drawn)	0.1	72*	/	-13	/	23	-26	-0.2	-5
19	Cc1ccc(/C=N/N2CCN(Cc3ccccc3)CC2)s1	-1.4	2	0.2	3	0.7	10	-6	-0.9	-4
65	CSc1ncccc1C(=O)OCC(=O)c1cc(C)n(CC2CCCO2)c1C (stereo not drawn)	-0.1	-1	-0.1	-1	-2.2	3	-7	-4.1	-8
62	COc1ccc(NC(=O)CN(C)C(=O)c2cccc(S(=O)(=O)Nc3ccccc3Cl)c2)cc1	-1.0	0	0.0	4	-0.9	-9	1	0.1	-2
